MOR-DOR ag – agonists of human mu-delta opioid receptor heterodimerization; activation, % at 9.3 µM; 340,000 compounds, 0.3% hits; P35372+P41143; cells, OPRM1-OPRD1 heterodimerization, luminescence; in the data active = activation above about 18%;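 also: 0% = vehicle-treated cells and 100% = reference agonist; values of inactives mirror those of a sister screen read the other way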
Target sequence (P35372 whole entry, looked up): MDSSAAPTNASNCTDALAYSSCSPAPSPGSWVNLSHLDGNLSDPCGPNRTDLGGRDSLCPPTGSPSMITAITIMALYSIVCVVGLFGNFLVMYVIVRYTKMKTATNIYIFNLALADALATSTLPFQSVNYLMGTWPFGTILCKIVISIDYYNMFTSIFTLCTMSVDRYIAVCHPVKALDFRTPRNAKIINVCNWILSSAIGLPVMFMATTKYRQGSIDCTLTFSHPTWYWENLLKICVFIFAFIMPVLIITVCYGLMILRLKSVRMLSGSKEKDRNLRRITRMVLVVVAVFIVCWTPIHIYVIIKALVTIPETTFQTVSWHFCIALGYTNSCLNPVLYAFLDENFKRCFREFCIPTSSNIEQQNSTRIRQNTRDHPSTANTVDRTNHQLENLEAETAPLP
Target sequence (P41143 whole entry, looked up): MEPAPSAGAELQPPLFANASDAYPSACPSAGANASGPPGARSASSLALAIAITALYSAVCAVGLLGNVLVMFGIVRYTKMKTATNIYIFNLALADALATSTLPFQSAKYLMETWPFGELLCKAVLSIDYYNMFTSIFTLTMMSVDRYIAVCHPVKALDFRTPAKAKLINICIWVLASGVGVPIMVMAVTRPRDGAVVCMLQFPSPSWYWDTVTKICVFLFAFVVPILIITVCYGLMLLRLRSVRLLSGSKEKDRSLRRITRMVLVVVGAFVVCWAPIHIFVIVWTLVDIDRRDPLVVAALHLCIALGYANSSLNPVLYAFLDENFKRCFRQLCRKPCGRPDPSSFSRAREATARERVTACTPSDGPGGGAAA
phage Ecoli inh – E. coli growth loss with phage present. growth absorbance. AID 651602. 360,000 compounds, 0.26% hits. inhibition, % at 11.9 µM; in the data active = inhibition above about 11%
OPRM1-OPRD1 inv – inverse agonists of human mu-delta opioid receptor heterodimerization; cell-based MOR-DOR heterodimer luminescence, inverse agonism; inhibition, % at 9.3 µM; AID 504357; 340,000 compounds, 0.21% hits; P35372+P41143; in the data active = inhibition above about 22%, passing the limit was not always enough;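 also: 0% = cells with DMSO and 100% = wells without cells with DMSO; values of inactives mirror those of a sister screen read the other way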
Ecoli viability – counter-screen for AddAB inhibitors: E. coli growth inhibition; E. coli V3065 growth, OD600 absorbance, 18 h; inhibition, % at 11.9 µM; 330,000 compounds, 0.27% hits;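 active = inhibition above the campaign's mean inhibition across all tested compounds plus 3 SD, cut at about 9.9% in these data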;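 also: uninfected addAB+ strain grown without phage in ampicillin broth; 0% = DMSO wells and 100% = ciprofloxacin 0.95 µg/ml wells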
Tat transport – inhibitors of E. coli Tat protein transport; inhibition, % at 10 µM; AID 488895; 340,000 compounds, 0.036% hits; E. coli MC4100 TorA-mCherry Tat export, fluorescence;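 active = mean replicate inhibition at least 50% and at least half of replicates individually reaching 50%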;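 also: exported cargo escapes ClpAP degradation while cytoplasmic cargo is degraded and loses fluorescence; 0% = median of neutral control wells and 100% = median of NaSCN control wells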
PKA-R1A act – PKA-R1A complex activation. AID 504707. activation, % at 11.4 µM. PKA-R1A dissociation, Cy5-IP20 fluorescence polarization; scaled: DMSO 0%, 113 µM cGMP 100%. 340,000 compounds, 0.083% hits;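 active = percent activation above the mean of all tested compounds plus 3 SD, cut at about 19% in these data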;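 also: higher means more PKAc released from R1A so a rise in polarization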
Mot1-301 SUMO – inhibitors of SUMOylation pathway: yeast Mot1-301 growth rescue | AID 2716 | S. cerevisiae Mot1-301 growth rescue, ATP luminescence, 38.5C; percent above DMSO median, 100 means doubled | 320,000 compounds, 1% hits | growth rescue, % at 18.8 µM;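 active = every valid replicate shows activation above 250% relative to neutral control wells; inactive = the rest, any valid replicate at or below 250%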;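 also: OY570 slx delta 5 strain wells were the positive control but not used for scaling; some compounds called inactive have numbers as strong as hits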
PKA-R2B activ – activators of human PKA-R2B complex; P22694+P31323; activation, % at 11.4 µM; PKA-R2B holoenzyme dissociation, Cy5-IP20 fluorescence polarization; R2B truncated from residue 108, S112A mutant; 0% DMSO only, 100% 113 µM cGMP; 340,000 compounds, 0.079% hits;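 active = activation above a cutoff set at the mean over all compounds plus 3 SD, cut at about 18% in these data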;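 also: higher means more holoenzyme dissociation and a rise in polarization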
AddAB inh – less growth of phage-infected E. coli with AddAB. 330,000 compounds, 0.29% hits. inhibition, % at 11.9 µM. E. coli expressing H. pylori AddAB, absorbance growth; in the data active = inhibition above about 12%;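 also: 0% = vehicle wells of infected cells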
PfHsp90 set2 – growth inhibition of yeast expressing Plasmodium Hsp90 | 310,000 compounds, 0.32% hits | inhibition, % at 9.4 µM | S. cerevisiae expressing PfHsp90, BacTiter-Glo ATP, 48 h; yeast lacking PDR1 and PDR3 efflux regulators;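 active = every replicate shows inhibition above about 80%, whatever the replicate mean, limit read from the data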;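 also: 0% = DMSO neutral controls and 100% = 20 µM radicicol positive controls; yeast relying on Plasmodium falciparum Hsp90 in place of its own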
HTR5A inv ctr – inverse agonist of human HTR5A in OPRM1-OPRD1 counter-screen; inhibition, % at 9.3 µM; 340,000 compounds, 0.083% hits; HTR5A cell line, luminescence, inverse agonism; AID 504634; in the data active = inhibition mostly above about 23%, no sharp cut-off; inactive = mostly below about 18%;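 also: 0% = cells with DMSO and 100% = no-cell wells with DMSO; some compounds called inactive have numbers as strong as hits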
Numbers without * were called inactive; / = not tested or not shown. Rows were taken by chance. About 2.2% of those tested had a hit in this group.

item	structure	MOR-DOR ag	phage Ecoli inh	OPRM1-OPRD1 inv	Ecoli viability	Tat transport	PKA-R1A act
1	COc1ccc2c(c1)c(C(=O)CN1CCc3ccccc3C1)c(C)n2C	-1.1	-1.8	5	0.7	2	4
2	COc1ccc(C)cc1NC(=O)c1cc2c(CO)cnc(C)c2oc1=N	-1.3	2.3	7	-0.1	7	2
3	COC(=O)c1c(-c2ccccc2Cl)noc1/C=C/N(C)C	0.1	1.4	-1	-3.4	-2	1
4	CCOc1ccc(N(CC(=O)NCc2ccco2)S(C)(=O)=O)cc1	-1.2	3.1	7	0.8	2	-8
5	O=C(CCc1ccccc1)NNC(=S)NCc1ccc(Cl)cc1	-4.2	1.9	14	-0.5	1	-5
6	CCn1c(COc2ccc(C)cc2)nnc1SCC(=O)Nc1ccc(S(N)(=O)=O)cc1	-1.0	1.4	4	2.0	-1	1
7	CCCCn1c(SCC(=O)N2CCCC2)nc2c1c(=O)n(C)c(=O)n2C	0.8	2.9	-5	0.7	0	-8
8	CN1C(N)=NC(=O)/C1=C/c1ccccc1F	-4.1	3.6	20	0.9	-1	9
9	COC(=O)c1ccc(-c2ccc(Cl)cc2)nc1C	-2.0	1.2	10	-0.3	11	-6
10	CC(=O)NC(CCS(C)(=O)=O)C(=O)Nc1cccc(C(C)=O)c1 (stereo unspecified)	-0.9	0.0	5	4.0	-8	0
11	CCc1nnc(NC(=O)c2nc3nc(C)cc(C)n3n2)s1	-2.5	1.8	12	4.0	6	-18
12	Cc1cccc(CN2CCN(CC(=O)NCc3cccs3)C2=O)c1	-2.3	4.2	12	-0.7	2	3
13	COc1ccccc1C(CNC(=O)CNC(=O)c1ccc(Cl)c(Cl)c1)N1CCCC1 (stereo unspecified)	-2.9	1.0	11	1.2	1	3
14	CC(C)C[C@@H](CNCC(=O)[C@H](CC(C)C)NC(=O)c1[nH]cnc1C(=O)N[C@@H](C)CN)NC(=O)c1nc[nH]c1C(=O)N[C@@H](C)C(=O)O	-4.0	2.1	19	/	-8	-3
15	Cc1cccc(OCCCC(=O)Nc2ccc3c(c2)OCO3)c1	-0.5	-1.1	3	-0.2	-3	-5

item	Mot1-301 SUMO	PKA-R2B activ	AddAB inh	PfHsp90 set2	HTR5A inv ctr
1	-6	7	2.4	9	-13
2	-15	6	6.1	-3	-3
3	7	-2	3.7	8	5
4	-5	-12	2.5	12	-20
5	-5	13	-1.6	11	11
6	-6	-8	4.3	36	6
7	705	2	0.6	12	25
8	-5	0	1.1	25	8
9	20	-3	5.0	-23	-3
10	-5	-2	3.2	-12	-7
11	-13	1	0.0	-25	3
12	-24	-5	2.3	0	1
13	0	-1	2.2	/	-3
14	/	3	/	1	-19
15	3	0	3.1	-78	-5

Next part.
item	structure	MOR-DOR ag	phage Ecoli inh	OPRM1-OPRD1 inv	Ecoli viability	Tat transport	PKA-R1A act
16	C/C(=N\NC(=S)Nc1ccc(C)cc1)c1cc2ccccc2o1	-1.1	0.1	6	-0.2	4	2
17	COc1ccc(-c2csc(NC(=O)Nc3ccccc3)n2)cc1	10	5.0	-45	-1.1	-11	-4
18	CCCCn1c(N)c(N(CC(C)C)C(=O)C2CCN(C(=O)c3ccc(Cl)cc3)CC2)c(=O)[nH]c1=O	-1.6	1.9	8	0.0	2	4
19	Cc1nnc(SCC(=O)Nc2cc(S(C)(=O)=O)ccc2Cl)n1Cc1ccccc1	-0.8	0.2	5	-0.3	3	-7
20	O=C(/C=C/c1ccccc1Cl)Nc1cccc(S(=O)(=O)NC2=NCCCCC2)c1	-1.4	1.8	8	-1.0	-4	5
21	COC(=O)c1[nH]c2ccccc2c1NC(=O)CN1CC(C)OC(C)C1 (stereo unspecified)	-1.3	-0.6	6	-2.3	3	0
22	O=C(NNc1cc(N2CCOCC2)nc(N2CCOCC2)n1)c1ccc(Cl)c(Cl)c1	0.1	3.0	-1	-0.9	0	-9
23	CC(C)Oc1ccccc1C1CC(=O)Nc2cc3c(cc21)OCCO3 (stereo unspecified)	-1.2	1.9	6	2.3	3	-3
24	COc1ccc(NC(=O)CCN2C(=O)C3CC=CCC3C2=O)cc1S(=O)(=O)N1CCCCC1 (stereo unspecified)	-0.7	2.5	4	/	3	-6
25	CCOC(=O)/C(=N\Nc1ccccc1Cl)N(C)C1CCS(=O)(=O)C1 (stereo unspecified)	-0.6	2.2	3	0.3	-2	-14
26	CCOc1cc(-c2cc(-c3ccc(N)cc3)nc(N)c2C#N)ccc1O	-0.8	2.7	4	-2.4	-6	-8
27	Cc1cccc(NC(=O)CNC(=O)N2CC(=O)Nc3ccccc32)c1C	-1.3	0.5	7	-1.9	-8	2
28	Oc1c(CN2CCOCC2)cc(COCc2ccccc2)c2cccnc12	-1.1	6.6	6	1.2	-6	-11
29	COc1ccc(/C=C/C(=O)O)cc1S(=O)(=O)NCc1cccnc1	-2.3	-0.2	11	0.4	-6	7
30	O=C(COC(=O)c1cnccn1)NC(=O)c1ccccc1	-1.2	1.5	8	-0.3	1	5

item	Mot1-301 SUMO	PKA-R2B activ	AddAB inh	PfHsp90 set2	HTR5A inv ctr
16	-1	0	-1.4	-57	-9
17	-2	-4	-1.7	-9	-28
18	11	-6	0.7	/	-16
19	0	6	0.7	-7	-20
20	-4	-10	5.1	-10	3
21	7	2	2.6	-19	-1
22	7	-11	-1.1	-32	2
23	-2	7	4.2	-2	-1
24	/	-1	/	-12	13
25	5	0	2.6	3	13
26	-16	-3	0.7	-8	2
27	20	0	1.5	2	-37
28	-5	10	7.6	24	15
29	-22	9	2.5	-2	0
30	4	-5	1.4	-6	11

Continued:
item	structure	MOR-DOR ag	phage Ecoli inh	OPRM1-OPRD1 inv	Ecoli viability	Tat transport	PKA-R1A act
31	Cc1onc(-c2ccccc2Cl)c1C(=O)NCC1CCCO1 (stereo unspecified)	0.5	1.2	-3	-1.1	3	-2
32	CCN(CC)Cc1c(C(=O)N/N=C(\C)c2ccncc2)nnn1-c1nonc1N	-3.2	2.9	19	-2.1	-10	-16
33	COC(=O)C1=C(C)N(CCCC(=O)O)C(=O)NC1c1ccc([N+](=O)[O-])cc1 (stereo unspecified)	-1.1	1.9	6	1.6	4	6
34	COc1ccc(CCNC(=O)CNC(=O)Cn2cnc3sc(C)c(C)c3c2=O)cc1OC	-0.4	3.6	3	-0.5	-1	-9
35	COc1ccccc1/C=C1\SC(=S)N(NS(=O)(=O)c2ccc(C)cc2)C1=O	-1.9	-1.8	11	-1.7	0	-10
36	COc1ccccc1C(=O)Nc1nc2cc3c(cc2s1)OCO3	-2.5	6.8	13	-0.2	-5	1
37	COC(=O)C1(C)NC(c2ccc(O)cc2)C2C(=O)N(c3ccccc3)C(=O)C21 (stereo unspecified)	-3.1	0.4	14	-1.4	4	-8
38	O=[N+]([O-])c1ccc(S(=O)(=O)Nc2ccncc2)cc1	3.8	3.0	-19	0.6	-4	5
39	Cc1nc2ccc(Br)cn2c1C(=O)N/N=C\c1ccccc1[N+](=O)[O-]	/	3.3	/	-2.8	-1	/
40	CC1(C)C[C@@H]1C(=O)N/C(=C\CCCCSC[C@H](N)C(=O)O)C(=O)O	-2.3	4.2	13	3.0	1	3
41	COc1ccc(-n2nc3c(c2NC(=O)c2ccccc2S(=O)(=O)C(F)F)CS(=O)(=O)C3)cc1	-3.3	1.7	18	-0.2	0	-3
42	O=C(COc1ccccc1)Nc1nc(-c2ccncc2)cs1	-0.1	-0.8	0	1.6	-1	-9
43	CN(CC(=O)Nc1ccccc1C(=O)Nc1ccccc1)C1CCCCC1	7.5	2.6	-30	2.6	-3	4
44	Cc1sc2ncnc(NCC(C)(C)N3CCOCC3)c2c1C	0.0	1.3	0	-1.0	0	0
45	C=C1N(C)c2cc([N+](=O)[O-])c(N)cc2C1(C)C	-0.5	3.9	3	-1.1	-13	-15

item	Mot1-301 SUMO	PKA-R2B activ	AddAB inh	PfHsp90 set2	HTR5A inv ctr
31	-1	-4	-0.8	12	2
32	9	-8	-1.3	1	8
33	-12	0	0.9	22	4
34	-13	-11	0.7	-21	-17
35	13	-2	-2.0	-2	9
36	201	10	0.6	-12	-6
37	1	1	1.2	15	-19
38	-8	1	0.4	-12	4
39	2	/	0.5	9	/
40	7	10	0.3	-13	-11
41	1	-7	-0.6	-14	8
42	1	6	-0.4	-15	-9
43	-11	6	-0.3	-31	-2
44	-5	-8	3.4	5	3
45	-10	-7	-0.9	20	17

Looked up by compound from above (3):
item	structure	MOR-DOR ag	phage Ecoli inh	OPRM1-OPRD1 inv	Ecoli viability	Tat transport	PKA-R1A act
34	COc1ccc(CCNC(=O)CNC(=O)Cn2cnc3sc(C)c(C)c3c2=O)cc1OC	-0.4	3.6	3	-0.5	-1	-9
40	CC1(C)C[C@@H]1C(=O)N/C(=C\CCCCSC[C@H](N)C(=O)O)C(=O)O	-2.3	4.2	13	3.0	1	3
36	COc1ccccc1C(=O)Nc1nc2cc3c(cc2s1)OCO3	-2.5	6.8	13	-0.2	-5	1

item	Mot1-301 SUMO	PKA-R2B activ	AddAB inh	PfHsp90 set2	HTR5A inv ctr
34	-13	-11	0.7	-21	-17
40	7	10	0.3	-13	-11
36	201	10	0.6	-12	-6
